# Source: PubChem
# T cell modulator = modulates CD8 T cell binding to vesicles; 2C CD8+ T cell-vesicle binding, flow cytometry; active compounds read low; calls only at 7 µM; 330,000 tested, 0.068% active;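 active means response, share of CD8 T cells binding vesicles, and their 90th percentile fluorescence all below set limits, cut at about 80% in these data, passing the limit was not always enough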
#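 Material: 2C TCR transgenic mouse naive CD8+ T cells, MACS-purified. Also added: QL9-charged Drosophila Ld/ICAM-1/B7-1 vesicles. Timing: binding 1.5 h at 37 °C. Measured by: high-throughput flow cytometry with anti-B7-1 and anti-CD8 staining. Read-out: percent CD8+ FL2 mean versus row control. Controls: Unloaded micro-vesicles (low), QL9 vesicles with 0.7% DMSO (high).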
# GPR55 activation = selective activators of receptor GPR55 – imaging, U2OS cells, beta-arrestin-GFP redistribution, primary screen (AID 1961); U2OS GPR55 beta-arrestin-GFP redistribution imaging; higher % means a stronger effect; activation, % at 10 µM; hits with a dose series show EC50 in µM; 290,000 tested, 0.048% active;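 active means activation above 40% with more than 50 cells counted in the well; inconclusive means wells holding fewer than 50 cells, flagged as toxic or sparse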;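 further: U2OS osteosarcoma cells stably expressing GPR55 and beta-arrestin-GFP; plate controls were DMSO negative control for no effect and LPI positive control for full effect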
# Myeloid diff 2 = compounds promoting myeloid differentiation; ER-HoxA9 myeloid progenitors, lysozyme-GFP differentiation, flow cytometry; calls only at 10 µM; 360,000 tested, 1% active; AID 624256;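 active means normalized GFP-positive differentiation at or above the plate's own cutoff, the solvent-only control mean plus 3 SD; inconclusive means no clear call, values can overlap the other calls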;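 further: cells exposed to compound for four days before flow analysis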
# NOD2 inhibition = inhibition of NOD2-driven NF-kB reporter – cell-based, luminescence, uHTS, HEK293 (AID 1566); HEK293 NOD2/NF-kB luciferase reporter, luminescence; higher % means a stronger effect; inhibition, % at 4 µM, or EC50 in µM where a hit was titrated; 290,000 tested, 0.63% active; further: many of its hits are not listed in these tables
# GPR55 antagonists = GPR55 antagonists blocking LPI-driven arrestin recruitment, primary screen, imaging, U2OS, beta-arrestin-GFP, LPI agonist (AID 2013); U2OS GPR55 beta-arrestin-GFP translocation imaging, LPI antagonism; higher % means a stronger effect; inhibition, % at 10 µM, or IC50 in µM where a hit was titrated; 290,000 tested, 0.13% active;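 active means spots per cell inhibited over 60%, with over 100 cells counted and total cytoplasm intensity under 500,000; inconclusive means wells with under 100 cells, flagged as likely toxic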;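 further: U2OS cells stably carrying GPR55 and arrestin-GFP stimulated by 5 µM LPI near EC80; imaged beta-arrestin-GFP aggregate spots per cell after agonist stimulation; plate controls were LPI-stimulated DMSO wells for no effect and DMSO wells without LPI for full effect; some results filed as inactive read as strong as hits; confirmed hits need IC50 under 10 µM and bright autofluorescent wells are also inconclusive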
# KOR beta-arrestin-1 = kappa opioid receptor blockers – cell-based, luminescence, uHTS (AID 1778). KOR beta-arrestin recruitment, luminescence, antagonist mode; higher % means a stronger effect. inhibition, % at 10 µM; hits with a dose series show IC50 in µM. 290,000 tested, 0.091% active; further: strong numbers were not always called active
# NOD1 inhibition = inhibition of NOD1-driven NF-kB reporter – cell-based, luminescence, uHTS, primary screen (AID 1578); NOD1-driven NF-kB luciferase reporter cells, luminescence; higher % means a stronger effect; one-dose inhibition, % at 4 µM; EC50 in µM for titrated hits; 290,000 tested, 1% active; in the data active means inhibition mostly above about 36%, no sharp cut-off; inactive means mostly below about 34%;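 further: HEK-293T reporter cells stimulated with the NOD1 agonist gamma-tri-DAP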
# NTR1 agonist = agonists of NTR1, primary screen, imaging, U2OS cells, beta-arrestin-GFP, high content (AID 493036). NTR1-U2OS beta-arrestin-GFP spot imaging, agonist mode. activation, % at 20 µM. 330,000 tested, 0.17% active;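 active means activation at or above 40% of the spot to cytoplasm intensity ratio, with at least 20 cells analyzed; inconclusive means wells under 20 cells, flagged as cytotoxic or low count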;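 further: 0% = DMSO without peptide and 100% = 100 nM NTR1 peptide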
# Target sequence (P30989 whole entry, looked up): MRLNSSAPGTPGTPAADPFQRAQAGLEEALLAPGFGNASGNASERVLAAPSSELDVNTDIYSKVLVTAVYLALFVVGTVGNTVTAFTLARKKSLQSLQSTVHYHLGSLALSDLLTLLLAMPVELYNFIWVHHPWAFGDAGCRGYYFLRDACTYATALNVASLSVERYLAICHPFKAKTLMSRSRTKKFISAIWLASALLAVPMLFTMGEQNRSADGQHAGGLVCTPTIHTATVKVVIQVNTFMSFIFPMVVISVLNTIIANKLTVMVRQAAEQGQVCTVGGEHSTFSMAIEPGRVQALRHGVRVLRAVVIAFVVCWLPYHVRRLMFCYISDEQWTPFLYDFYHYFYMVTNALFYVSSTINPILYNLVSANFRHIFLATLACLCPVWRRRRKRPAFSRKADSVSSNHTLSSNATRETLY
# KOR beta-arrestin-2 = KOR agonists, beta-arrestin recruitment, primary screen, cell-based, luminescence, uHTS (AID 1777); 280,000 tested, 0.02% active; activation, % at 10 µM, or EC50 in µM where a hit was titrated; KOR beta-arrestin recruitment, luminescence; higher % means a stronger effect; in the data active means activation above about 50%, passing the limit was not always enough; further: a part of the inactive calls stands beside numbers as strong as those of hits
# T cell modulator vesicle-bound % = recorded beside T cell modulator, whose call it bears; double positive events, %; measured here: CD8+ vesicle-bound cell fraction;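 binding gate set so that unloaded-vesicle control wells show 10% double positive cells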
# NTR1 agonist cell count 20 µM = further read-out of NTR1 agonist, marked with its call; cell count; measured here: cell count, cytotoxicity flag
# Myeloid diff 2 GFP+ MAC1+ % = recorded beside Myeloid diff 2, whose call it bears; GFP+ MAC1+ double positive, %; measured here: differentiation confirmed by MAC1 staining
# Starred values were filed as active, the others as inactive; i = inactive; ? = inconclusive; nt = not tested or not shown; & = joins results of further samples; [ ] = another dose, or the depositor's remark. Unless noted, no stated cut-off is given here; in the data, active means inhibition above about 50%; inactive means the rest.
SMILES,T cell modulator,T cell modulator vesicle-bound %,GPR55 activation,Myeloid diff 2,Myeloid diff 2 GFP+ MAC1+ %,NOD2 inhibition,GPR55 antagonists,KOR beta-arrestin-1,NOD1 inhibition,NTR1 agonist,NTR1 agonist cell count 20 µM,KOR beta-arrestin-2
COc1cccc(N2CCN(C(=O)c3ccc(CS(=O)c4ccccc4Cl)o3)CC2)c1 (stereo unspecified),i,4,0.3%,?,nt,13%,-31%,-159%,-1%,5.0,62,0.3%
CCN(CC)CCNC(=O)c1ccc(NC(=O)Cc2cccc3ccccc23)cc1,i,9,1.0%,i,0.9,18%,0%,-1%,-14%,-1.8,43,-0.6%
O=C(Nc1nc(N2C(=O)c3ccccc3C2=O)n(-c2ccccc2)n1)c1ccccc1,i,44,-0.2%,i,0.9,3%,-2%,-28%,-32%,1.4,41,2.4%
CCN1CCN(C(=O)CN(c2ccc(C)cc2)S(C)(=O)=O)CC1,i,49,-0.2%,i,0.9,10%,6%,25%,-8%,-1.9,83,1.2%
O=S(=O)(c1cccc(-n2cnnn2)c1)N1CCOCC1,i,48,-0.3%,i,1.1,8%,8%,22%,-8%,-0.3,59,-4.1%
Cc1nc(N)ncc1Sc1ccc(Cl)cc1,i,56,0.1%,i,0.0,32%,-2%,0%,16%,-1.2,38,-1.4%
CCc1ccc(C(=O)N2CCN(c3ccc(NC(=O)c4cccnc4)cc3)CC2)cc1,i,20,0.0%,i,4.2,8%,13%,-12%,-27%,1.7,53,2.9%
O=C1Nc2ccc(Br)cc2C1=Nc1cccnc1,i,29,-0.1%,i,0.2,7%,9%,-15%,-6%,-0.6,36,3.6%
O=C(O)c1cccc2c1C(=O)c1cccc3snc-2c13,i,38,0.2%,i,0.9,12%,2%,13%,-1%,3.5,75,-1.5%
C=CCn1c(P(C)(=O)O)nc2ccccc21,i,4&30,0.0%&-0.1%,i,0.5&0.9,12%&6%,11%&6%,21%&3%,-15%&-17%,0.9&-2.2,20&69,0.4%&-6.7%
COC(=O)c1sc2cnccc2c1N,i,37,-0.1%,i,5.5,21%,4%,-12%,32%,0.8,40,-3.9%
O=C(c1ccccc1)C1Oc2ccccc2C2CC(c3cccs3)=NN12 (stereo unspecified),i,14,-0.1%,i,0.2,10%,12%,10%[20 µM],-12%,3.0,55,nt
Cc1ccccc1NC(=O)CCS(=O)(=O)c1ccc(Br)cc1,i,26,-0.1%,i,0.4,-20%,4%,-22%,-3%,0.9,72,9.4%
COc1ccc(CNC(=O)C2CCC(=O)N(CCCN3CCCC3=O)C2)c(OC)c1 (stereo unspecified),i,32,-0.1%,i,0.8,11%,6%,-22%,-17%,-1.2,71,0.9%
O=C(NCCCCC(NC(=O)c1ccc([N+](=O)[O-])cc1)C(=O)O)c1ccc([N+](=O)[O-])cc1 (stereo unspecified),i,22,-0.1%,i,0.5,4%,-6%,5%,-2%,0.5,37,-1.3%
C=CCSc1nnc(NC(=O)CCNC(=O)c2ccco2)s1,i,23,0.0%,i,0.5,-11%,-1%,-14%,-26%,-2.0,64,1.6%
CCOC(=O)c1cc2c(=O)n3ccccc3nc2n(Cc2ccco2)c1=NC(=O)c1ccccc1OCC,i,46,0.1%,i,0.5,16%,7%,-15%,-4%,8.4,59,-4.3%
Cc1ccc(OCC(=O)Nc2ccc(O)c(-c3nc4ccccc4o3)c2)cc1,i,32,-0.1%,i,1.2,1%,2%,12%,-72%,27,49,-1.0%
Cc1cc(-c2ccccc2)nc2[nH]n(-c3ccccc3)c(=O)c12,i,28,0.3%,i,0.9,20%,13%,-16%,9%,-3.2,97,1.8%
CN(C)/C=N/NC(=O)c1ccccc1Cl,i,20,-0.2%,i,0.5,11%,-8%,4%,0%,0.1,33,1.1%
Cc1cc(C(=O)NNC(=O)/C=C/c2ccc(F)cc2)c(C)o1,i,11,-0.1%,nt,nt,13%,12%,14%,-30%,-0.3,55,-1.7%
CCOC(=O)c1nnn(-c2nc(N(C)C)nc(N(C)C)n2)c1C,i,23,0.1%,i,0.3,-9%,3%,-15%,-12%,1.5,69,2.9%
COCCCNC(=O)COc1ccc(S(=O)(=O)NCc2ccccc2)cc1Cl,i,33,0.1%,i,0.8,-2%,6%,-7%,-25%,3.1,66,-1.8%
CCOC(=O)N1CCC2(CC1)NCCc1c2[nH]c2ccccc12,i,10,-0.2%,i,0.2,12%,-16%,9%,0%,0.8,32,1.7%
COc1ccccc1N1CCN(C(=S)NC(=O)/C=C/c2ccc(F)cc2)CC1,i,33,-0.1%,i,0.2,-5%,-2%,-13%,-1%,-0.4,49,0.7%

# Profiles, looked up by structure.
# O=C(Nc1nc(N2C(=O)c3ccccc3C2=O)n(-c2ccccc2)n1)c1ccccc1 across the screens: T cell modulator = i; T cell modulator vesicle-bound % = 44; GPR55 activation = -0.2%; Myeloid diff 2 = i; Myeloid diff 2 GFP+ MAC1+ % = 0.9; NOD2 inhibition = 3%; GPR55 antagonists = -2%; KOR beta-arrestin-1 = -28%; NOD1 inhibition = -32%; NTR1 agonist = 1.4; NTR1 agonist cell count 20 µM = 41; KOR beta-arrestin-2 = 2.4%
# COc1ccccc1N1CCN(C(=S)NC(=O)/C=C/c2ccc(F)cc2)CC1 across the screens: T cell modulator = i; T cell modulator vesicle-bound % = 33; GPR55 activation = -0.1%; Myeloid diff 2 = i; Myeloid diff 2 GFP+ MAC1+ % = 0.2; NOD2 inhibition = -5%; GPR55 antagonists = -2%; KOR beta-arrestin-1 = -13%; NOD1 inhibition = -1%; NTR1 agonist = -0.4; NTR1 agonist cell count 20 µM = 49; KOR beta-arrestin-2 = 0.7%

# Continuation.
SMILES,T cell modulator,T cell modulator vesicle-bound %,GPR55 activation,Myeloid diff 2,Myeloid diff 2 GFP+ MAC1+ %,NOD2 inhibition,GPR55 antagonists,KOR beta-arrestin-1,NOD1 inhibition,NTR1 agonist,NTR1 agonist cell count 20 µM,KOR beta-arrestin-2
COC(=O)CNC(=O)C(Cc1c[nH]c2ccccc12)NC(=O)OC(C)(C)C (stereo unspecified),i,21,-0.2%,i,1.3,10%,-10%,-32%,-11%,-0.3,59,-3.7%
N#CC1(NC(=O)COC(=O)c2ccccc2SCC(=O)N2CCCC2)CCCCC1,i,61,0.0%,i,1.4,7%,4%,17%,-19%,-0.2,55,4.3%
COc1cc(NC(=O)CN(C)S(=O)(=O)c2ccc3c(c2)CCC(=O)N3)cc(OC)c1,i,24,-0.1%,i,1.8,-1%,-1%,2%,14%,-0.5,62,-2.5%
O=C(O)c1ccccc1/C=N/Nc1nc(N2CCCCC2)nc(N2CCCCC2)n1,i,70,-0.4%,nt,nt,4%,5%,0%,-32%,2.0,47,-3.2%
CC(=O)c1c(-c2ccc(Cl)cc2)c2ccccc2[nH]c1=O,i,49,0.5%,i,0.7,-1%,4%,-15%[20 µM],-5%,0.3,45,-3.5%
CCOC(=O)c1cnc2ccc(OCC)cc2c1NCCN1CCOCC1,i,58,0.0%,i,0.2,-14%,3%,-47%[20 µM],-22%,0.2,28,nt
CCc1nnc(NC(=O)C2Cc3ccccc3C(=O)O2)s1 (stereo unspecified),i,46,-0.1%,i,1.1,13%,-7%,-25%,-10%,-1.0,97,-0.2%
Cc1ccc2nc(/C(C#N)=C\c3ccc([N+](=O)[O-])o3)[nH]c2c1,i,47,0.0%,?,nt,-19%,48%,10%,0%,-3.2,48,0.5%
CC(C)Cc1nc2sc3c(SCC(N)=O)ncnc3c2c2c1CCC2,i,23,-0.2%,i,0.5,13%,2%,26%,-10%,7.0,39,1.4%
O=Cc1ccc(Oc2cccc(C(F)(F)F)c2)nc1,i,57,1.6%,i,0.1,7%,17%,-9%,-20%,1.1,33,-2.0%
CN(C)S(=O)(=O)c1ccc(NC(=O)/C=C/c2ccccc2Cl)cc1,i,47,0.9%,i,0.6,5%,-12%,-7%,3%,4.5,64,6.9%
CCOc1cc(/C=N\NC(=O)OC(C)(C)C)ccc1OC(=O)c1ccco1,i,44,0.1%,i,0.2,3%,18%,-7%,-23%,2.0,30,-5.2%
COc1ccc(C(=S)N2CCCC2)cc1C,i,33,-0.2%,i,0.8,-5%,-9%,-10%,7%,2.8,43,-9.5%
CC(C)NC(=O)CN1CCC(c2nc3ccccc3[nH]2)CC1,i,11,-0.1%,i,3.1,-18%,0%,-8%,-2%,0.2,60,5.7%
O=S(=O)(/N=C(/c1ccccc1Cl)N1CCOCC1)c1ccccc1,i,46,-0.1%,i,8.9,-17%,25%,-15%,64%,-0.9,48,6.3%
C/C=C(\C)C(=O)Nc1cccc(C2=NOC3(C2)C[C@@H](C(N)=O)N(C(=O)/C(C)=C/C)C3)c1 (stereo partly specified),i,21,-0.1%,i,0.7,22%,2%,9%,6%,-4.4,57,5.9%
COc1ccc(C)cc1N(CC(=O)N1CCCCCC1)S(=O)(=O)c1ccccc1,i,35,-0.1%,i,1.0,0%,16%,11%,37%,-0.9,53,3.0%
COc1ccc(-c2cc(C(=O)NN3CCOCC3)c3ccccc3n2)cc1OC,nt,nt,0.3%,i,4.2,9%,6%,-24%,-2%,3.2,52,-2.9%
O=S(=O)(Nc1ccccc1)c1cccc2nonc12,i,15,-0.2%,i,1.4,-2%,-7%,-6%,-2%,0.3,58,-6.6%
COc1ccc(S(=O)(=O)N[C@@H](CC(C)C)C(=O)O)cc1,i,32,-0.1%,i,7.1,10%,10%,8%,-10%,-1.3,57,-4.7%
N=c1c2c3c(sc2ncn1Nc1ccccc1)CCC3,i,41,-0.2%,i,0.7,3%,2%,4%,-7%,1.1,45,1.3%
COC(=O)N/N=C/c1cc(C)n(-c2ccc(Br)cc2)c1C,i,39,-0.1%,i,0.5,-2%,5%,-27%,-10%,1.9,48,2.6%
Cc1ccccc1C(=O)OCc1nnc(-c2ccc(Cl)cc2)o1,i,43,-0.2%,i,0.7,-2%,6%,11%,-19%,1.0,30,-2.5%
CCOC(=O)N1CCC(N2CC34C=CC(O3)C(C(=O)Nc3ccc(F)cc3)C4C2=O)CC1 (stereo unspecified),i,62,-0.2%,i,3.3,18%,5%,14%,0%,0.4,54,-3.7%

# Not all compounds are listed; the hit share may differ from the screen's.
